MsrA inh: bovine MsrA inhibition; inhibition, % at 15.5 µM; 360,000 compounds, 0.75% hits; AID 651718; purified bovine MsrA, absorbance read-out; in the data active = inhibition above about 4.5%;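 note: 0% = vehicle wells with enzyme and 100% = reference inhibitor wells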
Tb MetRS inh: Trypanosoma brucei MetRS inhibition | purified T. brucei MetRS, ATP depletion, Kinase-Glo luminescence | inhibition, % at 11.9 µM | 360,000 compounds, 0.4% hits | AID 624268;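 active = inhibition above a per-plate cutoff of the control wells' mean inhibition plus 3 SD, cut at about 5.5% in these data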;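 note: 0% = DMSO wells median and 100% = median of wells with control inhibitor compound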
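technique = Kinase-Glo luminescence, ATP depletion format | system = purified MetRS (methionyl-tRNA synthetase) enzyme from Trypanosoma brucei | timing = 15 min preincubation, 2 h reaction, all 25 °C | evaluation = percent inhibition versus plate control medians | dosing = single dose, 11.9 µM final nominal, 0.9% final DMSO | also added = substrates ATP, L-methionine and bulk Escherichia coli tRNA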
MT1-MMP act inh: inhibitors of human MT1-MMP activation | HT1080 RFP-PRO-GFP cells, GFP/RFP ratio fluorescence, overnight; percent of plate control window, DMSO zero | AID 651647 | 360,000 compounds, 0.061% hits | GFP/RFP ratio change, % at 20 µM | P50281;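 active = GFP/RFP ratio change of at least 30% with cell ATP level not reduced by more than half and red fluorescence within 50% of control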; note: strong numbers were not always called active
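Test system: HT1080 RFP-PRO-GFP cells; Benchmarks: DMSO and RFP-L50D-GFP cell wells; Timing: cells overnight before dosing, compound overnight, 37 °C, 5% CO2; Compound: one 20 µM compound dose with 1% DMSO; Read-out: GFP/RFP fluorescence ratio.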
eLon inh: E. coli protease La inhibition; P0A9M0; purified E. coli Lon protease, fluorescence polarization; inhibition, % at 7.94 µM; 360,000 compounds, 0.42% hits; AID 602123; in the data active = inhibition above about 13%, passing the limit was not always enough;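 note: 0% = enzyme with probe and DMSO and 100% = no enzyme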
MsrA act: bovine methionine sulfoxide reductase A activation. purified bovine MsrA, absorbance read-out. activation, % at 10.6 µM. AID 602163. 360,000 compounds, 0.3% hits; in the data active = activation above about 7.5%;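 note: 0% = vehicle and 100% = reference activator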
PABP1 MLLE inh: blocks PAM2 peptide binding to the PABP1 MLLE domain; inhibition, % at 20 µM; P11940; GST-MLLE / FITC-PAM2 fluorescence polarization; 360,000 compounds, 0.36% hits; in the data active = inhibition above about 35%, passing the limit was not always enough;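 note: plate controls were DMSO wells with GST-MLLE for no effect and wells lacking GST-MLLE protein for full effect; some results filed as inactive read as strong as hits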
FAS TE block: blocks the thioesterase domain of human fatty acid synthase; P49327; recombinant FAS-TE, OMFH fluorogenic substrate, fluorescence endpoint; inhibition, % at 15 µM; 360,000 compounds, 0.67% hits;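 active = compounds whose normalised, plate-corrected inhibition of enzyme fluorescence in the single-dose primary screen is 50% or more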;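 note: 0% = DMSO with enzyme and 100% = substrate without enzyme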
SKN-1 block: C. elegans SKN-1 inhibition; 360,000 compounds, 0.49% hits; inhibition, % at 21.8 µM; C. elegans VP596 Pgst-4::GFP/RFP ratio, acrylamide-induced, 24 h; AID 624304;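 active = interference check ratio from 0.5 to 1.5 plus GFP to RFP signal ratio inhibition reaching or exceeding a fixed threshold, cut at about 30% in these data, passing the limit was not always enough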; note: some compounds called inactive have numbers as strong as hits
CendR NRP1 mod: NRP-1/CendR interaction modulation | 360,000 compounds, 0.85% hits | O14786 | FAM-RPARPAR peptide binding to NRP-1, fluorescence polarization | inhibition, % at 25 µM;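 active = inhibition or corrected inhibition above about 18%, plus a signal ratio from 0.5 to 1.5, limit read from the data, passing the limit was not always enough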; note: strong numbers were not always called active
Starred values were filed as active, the others as inactive; nt = not tested or not shown.

item	Structure	MsrA inh	Tb MetRS inh	MT1-MMP act inh	eLon inh	MsrA act	PABP1 MLLE inh	FAS TE block	SKN-1 block	CendR NRP1 mod
1	CCCC(=O)N(CCN1CCOCC1)c1nc2cc(C)c(C)cc2s1	-1.6	0.0	-2	4	-1	-3	5	-2	9
2	CCOC(=O)c1ccc(NC(=S)NC(=O)C2CCCC2)cc1	0.7	-0.4	-5	3	-1	22	17	5	3
3	NNC(=O)CCn1nnc2ccccc21	-0.8	-0.1	2	-6	-3	1	-8	-10	1
4	CCCS(=O)(=O)Nc1c(C(=O)OC)[nH]c2ccccc12	0.4	0.2	-6	-9	0	7	-7	-2	-7
5	CN1CCc2c(sc3c2c(=O)n(-c2ccccc2)c2nnc(SCc4ccc(F)cc4)n32)C1	-0.7	0.2	-5	6	-8	-31	-2	-2	-9
6	CCn1nc(C)c(NS(=O)(=O)c2ccccc2)c1C	0.9	-0.5	2	-7	-6	13	-5	2	-1
7	Cc1cc(C(F)(F)F)c(C#N)c(Sc2ccccc2)n1	1.6	1.4	0	-10	0	13	16	14	17
8	CCOc1ccc(-c2[nH]nc3c2C(c2cccnc2)C(C#N)=C(N)O3)cc1 (stereo unspecified)	0.0	-0.2	1	4	1	-17	5	-5	-16
9	O=C(Cn1nc(C(=O)O)c2ccccc2c1=O)Nc1cccc(Br)c1	-1.2	1.4	-1	-5	-1	5	6	13	6
10	O=C(N/N=C\c1c(O)ccc2ccccc12)c1ccc(Cn2cccn2)o1	1.2	-0.1	-131	-184	-6	-75	15	4	-60
11	Cc1cc(NO)nc(-c2ccc(Br)cc2)n1	-0.4	-0.2	0	-11	-4	-24	-65	25	2
12	C=CC1C(OC2OC(CO)C(O)C(O)C2O)OC=C(C(=O)OC)C1CC1CC(=O)CC(CC(=O)CCc2ccc(O)cc2)O1 (stereo unspecified)	0.4	0.6	0	-1	-1	12	-4	-10	-1
13	CC(NC(=O)c1ccc([N+](=O)[O-])cc1[N+](=O)[O-])c1ccc(-c2ccccc2)cc1 (stereo unspecified)	-1.2	-0.9	5	0	-9	4	55*	-1	-12
14	CC(=O)N(CCN(C)C)c1nc2cc3c(cc2s1)OCCO3	1.0	-1.0	5	0	-9	2	-8	5	7
15	CCOc1ccc(N(CC(=O)Nc2ccc(C)c(F)c2)C2=NC3CS(=O)(=O)CC3S2)cc1 (stereo unspecified)	0.5	-0.2	1	-12	0	7	15	-2	-3

Compound profiles, as listed above.
`CCOc1ccc(N(CC(=O)Nc2ccc(C)c(F)c2)C2=NC3CS(=O)(=O)CC3S2)cc1` (stereo unspecified) is listed as MsrA inh: 0.5; Tb MetRS inh: -0.2; MT1-MMP act inh: 1; eLon inh: -12; MsrA act: 0; PABP1 MLLE inh: 7; FAS TE block: 15; SKN-1 block: -2; CendR NRP1 mod: -3
`O=C(Cn1nc(C(=O)O)c2ccccc2c1=O)Nc1cccc(Br)c1` is listed as MsrA inh: -1.2; Tb MetRS inh: 1.4; MT1-MMP act inh: -1; eLon inh: -5; MsrA act: -1; PABP1 MLLE inh: 5; FAS TE block: 6; SKN-1 block: 13; CendR NRP1 mod: 6

(further entries)
item	Structure	MsrA inh	Tb MetRS inh	MT1-MMP act inh	eLon inh	MsrA act	PABP1 MLLE inh	FAS TE block	SKN-1 block	CendR NRP1 mod
16	Cc1ccc(SCC(=O)N/N=C/c2ccco2)cc1	-0.9	-0.8	1	3	-6	14	-2	-7	-6
17	COc1ccc(C(=O)NCC2CCCN2S(=O)(=O)c2ccccc2)cc1OC (stereo unspecified)	1.7	-0.4	nt	8	-3	-4	-8	-4	-15
18	CCOc1ccccc1Oc1coc2cc(OC)ccc2c1=O	-2.0	-0.3	0	-3	-2	-6	6	-4	6
19	F[B-](F)(F)COc1ccccc1	-1.6	-0.6	1	3	-10	5	-2	-3	7
20	CSc1nc(C=Nc2ccccc2Cl)c(O)n1Cc1cccc(Cl)c1	-1.4	-0.5	0	-4	-3	17	13	-7	6
21	C/C(=N/NC(=O)c1cccc(N2CCCC2=O)c1)c1ccc(Br)cc1	-1.5	0.1	4	6	-1	-4	-4	-4	24
22	O=C(Cc1ccc(S(=O)(=O)N2CCCCC2)s1)Nc1ccc(F)cc1F	-1.0	0.5	-2	-2	-3	-3	12	7	-13
23	Cc1cc(C)cc(-n2c(SCC(=O)NCc3ccc4c(c3)OCO4)nc3ccccc3c2=O)c1	2.6	0.6	-2	-14	-3	-6	10	5	-7
24	O=C(Nc1ccccc1)OC1CCS(=O)(=O)C1 (stereo unspecified)	1.7	-0.3	3	-7	-3	6	-8	1	6
25	O=C(C1=NOC2(C1)C(=O)Nc1ccccc12)N1CCCCC1 (stereo unspecified)	0.1	0.2	2	-4	5	nt	-9	8	-4
26	CCS(=O)(=O)N1CCCC(C(=O)c2ccc(OC)cc2C)C1 (stereo unspecified)	-0.6	-0.1	1	1	-4	2	-5	9	5
27	CCOCc1c(C(=O)Nc2cc(OCC)c(N3CCOCC3)cc2OCC)oc2ccccc12	-1.3	0.1	1	-3	1	3	17	12	6
28	COc1ccc(NC(=O)COc2coc(CN3CCCc4ccccc43)cc2=O)cc1	0.4	-0.7	7	-14	-11	-4	-5	-14	3
29	COc1ccc(CCNc2cc(N3CCN(C(=O)c4ccccc4OC)CC3)ccc2[N+](=O)[O-])cc1OC	1.7	-0.8	-5	-6	-3	6	30	-12	1
30	Fc1ccc(OCc2cc(-c3ccccc3)no2)cc1	0.4	-0.8	-7	-1	-2	5	20	-9	10
31	CCN(CC)CCOC(=O)C(Cc1cccc2ccccc12)CC1CCCO1 (stereo unspecified)	-1.1	-1.0	-2	6	-8	10	-10	-13	3
32	O=C(COC(=O)c1c[nH]c(=O)[nH]c1=O)Nc1ccccc1F	1.9	-1.1	1	-6	-5	5	-4	5	6
33	CCCC1c2ccc(C)n2CCN1C(=O)Nc1ccccc1Cl (stereo unspecified)	1.8	0.2	-25	11	1	28	-2	2	-6
34	CCC(=O)N1CCc2cc(Br)cc(S(=O)(=O)NCC3CCCN3CC)c21 (stereo unspecified)	0.8	0.2	-13	-4	5	-9	-3	-12	10
35	Cn1c(=O)[nH]c(=O)c2c1nc(Br)n2CCCSc1nc2ccccc2o1	-0.4	-0.2	-2	-5	-8	-28	8	9	-5
36	COc1ccc(N2CCN(C(=O)c3ccc4c(=O)n(Cc5ccc6c(c5)OCO6)c(=O)[nH]c4c3)CC2)cc1	0.3	-0.9	4	-2	-9	-24	-6	17	-5
37	CCOC(=O)N1CCc2c(sc(NC(=O)Cc3ccccc3)c2C(=O)c2ccc(OC)cc2)C1	0.7	-0.8	1	3	-6	-11	23	-13	12
38	O=C(c1ccncc1)N1CCN(c2cc(-c3ccccc3)nc3cc(-c4cccc(Cl)c4)nn23)CC1	-0.4	-1.0	-8	-7	0	-6	26	-1	-2
39	Cc1cc(C)n(-c2ccc(NC(=O)C3CCN(Cc4cc(C)c(C)o4)CC3)cc2)n1	-0.5	-0.4	-4	-14	-4	-17	1	16	7
40	CC(C)C[C@H](NC(=O)c1nc[nH]c1C(=O)NCCNC(=O)OC(C)(C)C)C(=O)CNCCNC(=O)c1[nH]cnc1C(=O)N[C@@H](C)C(=O)OC(C)(C)C	1.0	-0.2	0	12	2	2	1	26	0
41	CCC(NS(=O)(=O)c1cccs1)c1ccc(C)cc1 (stereo unspecified)	0.0	-0.5	-1	-13	-4	4	4	6	1
42	Cc1ccc(OCC(=O)NC(=S)Nc2ccc(S(=O)(=O)Nc3cc(C)on3)cc2)c(Br)c1	-0.3	-0.2	1	-2	-4	15	2	11	9
43	COCCCn1c(=N)c(C(=O)NCc2ccc3c(c2)OCO3)cc2c(=O)n3ccccc3nc21	1.0	0.5	1	0	-1	1	-4	18	-12
44	O=C1N(CC(=O)N2CCc3ccccc32)CCN1Cc1ccc(Cl)cc1	-0.5	-1.2	3	-3	-14	-11	15	-6	0
45	COC(=O)c1ccc(CSc2n[nH]c(-c3ccccc3)n2)o1	-1.6	-0.2	5	-1	-9	-15	-8	3	8

Three of the entries above in order of their number in MsrA act, rising:
item | Molecule | MsrA inh | Tb MetRS inh | MT1-MMP act inh | eLon inh | MsrA act | PABP1 MLLE inh | SKN-1 block | CendR NRP1 mod
44 | O=C1N(CC(=O)N2CCc3ccccc32)CCN1Cc1ccc(Cl)cc1 | -0.5 | -1.2 | 3 | -3 | -14 | -11 | -6 | 0
37 | CCOC(=O)N1CCc2c(sc(NC(=O)Cc3ccccc3)c2C(=O)c2ccc(OC)cc2)C1 | 0.7 | -0.8 | 1 | 3 | -6 | -11 | -13 | 12
34 | CCC(=O)N1CCc2cc(Br)cc(S(=O)(=O)NCC3CCCN3CC)c21 (stereo unspecified) | 0.8 | 0.2 | -13 | -4 | 5 | -9 | -12 | 10

Carrying on.
item	Structure	MsrA inh	Tb MetRS inh	MT1-MMP act inh	eLon inh	MsrA act	PABP1 MLLE inh	FAS TE block	SKN-1 block	CendR NRP1 mod
46	Nc1cc(N)nc(SCC(=O)Nc2ccccc2)n1	0.0	0.0	5	-10	1	-1	-9	-17	6
47	Cc1noc(C)c1S(=O)(=O)N(C)C[C@H]1Oc2c(NC(=O)Nc3ccc4c(c3)OCO4)cccc2C(=O)N([C@H](C)CO)C[C@@H]1C	0.2	-1.6	-1	-13	-3	-12	9	2	-4
48	c1ccc(CN(Cc2ccccc2)Cc2nnc(-c3cc4ccccc4[nH]3)s2)cc1	-1.2	-0.1	-1	1	-3	-58	19	2	10
49	N/C(=N\OC(=O)c1ccccc1Cl)c1ccccc1	0.5	-0.3	-1	-2	-1	8	10	61*	-5
50	O=C(Nc1ccc(C(F)(F)F)cc1)N1CCN(c2ccnc3cc(Cl)ccc23)CC1	0.8	-0.1	4	-1	-2	7	43	-6	3
51	CCCOc1cc(C)c(S(=O)(=O)NCCOC)cc1C	0.8	-0.1	4	7	0	1	-4	-3	-23
52	COc1ccc(C(=O)CCC(C)(C)[N+](=O)[O-])cc1	-1.2	-0.6	3	8	-2	14	-2	14	2
53	Cc1nc(-c2ccc(F)cc2)c(CC(=O)N2CCN(S(=O)(=O)c3cccc(F)c3)CC2)s1	-1.0	-0.6	-3	-5	-1	-26	6	-1	16
54	Cc1ccc(NC(=O)CCC(=O)N/N=C/c2cccs2)cc1	1.0	0.2	-3	-8	-4	-2	4	-8	-2
55	Cc1sc(N=Nc2ccc(N(C)C)cc2)[n+]([O-])c1C	-0.4	-0.4	7	10	-1	0	-2	24	3
56	C1CCN=C(Nc2nc3c(s2)CCCC3)CC1	2.8	-0.4	1	-3	-2	13	-4	13	-9
57	CC1(C(=O)NCc2ccc(C(F)(F)F)cc2)CCN1Cc1ccc(-c2ccccc2)o1 (stereo unspecified)	-1.4	0.2	-4	-11	-7	10	22	2	0

Rewritten with one line to a screen: 3 of the compounds above
51	CCCOc1cc(C)c(S(=O)(=O)NCCOC)cc1C
37	CCOC(=O)N1CCc2c(sc(NC(=O)Cc3ccccc3)c2C(=O)c2ccc(OC)cc2)C1
20	CSc1nc(C=Nc2ccccc2Cl)c(O)n1Cc1cccc(Cl)c1
Assay by compound,51,37,20
MsrA inh,0.8,0.7,-1.4
Tb MetRS inh,-0.1,-0.8,-0.5
MT1-MMP act inh,4,1,0
eLon inh,7,3,-4
MsrA act,0,-6,-3
PABP1 MLLE inh,1,-11,17
FAS TE block,-4,23,13
SKN-1 block,-3,-13,-7
CendR NRP1 mod,-23,12,6

Compound activity from PubChem BioAssay.
